T cell modulator – T cell immune modulators affecting CD8 T cell-vesicle binding; 2C CD8+ T cell-vesicle binding, flow cytometry; hits give low values; calls only at 7 µM; actives 0.068% (n = 330,000);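 active = response, share of CD8 T cells binding vesicles, and their 90th percentile fluorescence all below set limits, cut at about 80% in these data, passing the limit was not always enough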
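Incubation: binding step 1.5 h, 37 °C, antibody labelling 20 min, ice; system: murine 2C transgenic CD8+ T lymphocytes; technique: cytometric PE anti-B7-1 and Alexa647 anti-CD8 signals after 1% paraformaldehyde fixation; also added: QL9-charged Drosophila Ld/ICAM-1/B7-1 vesicles; control set: naked versus QL9-loaded vesicles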
human PMI inhibition – inhibitors of human PMI, primary screen, biochemical, fluorescence intensity, coupled assay (AID 1209). inhibition, % at 20 µM, or IC50 in µM where a hit was titrated. purified PMI enzyme, coupled fluorescence intensity; higher % means a stronger effect. actives 0.42% (n = 190,000);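 also: plate controls were DMSO vehicle for no effect and wells lacking substrate for full effect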
TNAP activators – stimulation of alkaline phosphatase TNAP activity – biochemical, luminescent, no phosphate acceptor, uHTS, primary screen (AID 1001); purified TNAP, luminescent activation assay, no phosphate acceptor; higher activation fold means a stronger effect; one-dose activation fold at 20 µM; EC50 in µM for titrated hits; actives 0.03% (n = 200,000); in the data active = activation fold from about 3, or a potency from the dose series; inactive = the rest, 99 in 100 with activation fold below about 1.6; also: many of its hits are not listed in these tables
Lipid droplet – hepatic lipid droplet formation modulation; AML12 mouse hepatocytes, oleate lipid droplets, BODIPY imaging; inhibition, % at 6.5 µM; actives 0.4% (n = 240,000);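 active = lipid droplet intensity inhibited by at least 50%, with more than 500 cells counted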
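Material – AML12 mouse liver cells · Also added – oleate loading, 100 µM · Compound dosing – 6.5 µM single-point dosing · Times – overnight treatment with compound plus oleate · Measured by – fluorescence imaging, 20x objective, two fields per well · Read-out – percent inhibition of filter-corrected integrated lipid droplet intensity per well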
b-catenin transl – alters nuclear translocation of beta-catenin in HeLa cells; nuclear translocation activity, % at 5 µM; actives 0.3% (n = 190,000); AID 1665; immunofluorescence imaging;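 active = nuclear translocation activity above 50% at 5 µM, with a well cell count of 50 or more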;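 also: per-cell ratio of nuclear to cytoplasmic median beta-catenin stain intensity; plate controls were DMSO negative control for no effect and GSK-3 inhibitor IX positive control for full effect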
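Test system: human HeLa cells, endogenous beta-catenin. Times: 24 h compound exposure, 37°C. Measured by: beta-catenin immunofluorescence imaging with DAPI.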
MT stabilize HCS – microtubule stabilization, imaging screen | HeLa tubulin immunostaining HCS, 24 h; share of cells brighter than vehicle mean+2SD | % tubulin-high responders, % at 10 µM | actives 0.83% (n = 200,000);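 active = plate Z-score above 3 for both tubulin-high and condensed-nucleus cell shares, with cell loss under 80%, at 10 µM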;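 also: anti alpha tubulin signal scored within the nucleus-defined area of each cell; some results filed as inactive read as strong as hits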
Ins promoter up – MIN6 insulin promoter up-regulation; actives 0.3% (n = 190,000); MIN6 insulin promoter-GFP reporter, high-content imaging; hits give high values; z-score at 5 µM;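 active = z-score above 3 at 5 µM with at least 500 cells counted in the well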
Autophagy mod – modulators of autophagy | MEF GFP-LC3 puncta imaging; test concentration mostly 10 µM | calls only at 10 µM (by protocol) | actives 0.98% (n = 190,000) | AID 463193;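 active = percentage of spot-positive cells more than 3 SD above its plate mean, without a fluorescence outlier flag or 80% toxicity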;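 also: spot-positive cell cutoff set from DMSO-treated cells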
human PMI inhibitors – MPI inhibition at elevated mannose 6-phosphate – biochemical, fluorescence intensity, high mannose 6-phosphate, primary screen (AID 1220); one-dose inhibition, % at 20 µM; IC50 in µM for titrated hits; recombinant PMI enzyme, coupled fluorescence intensity; higher % means a stronger effect; actives 0.66% (n = 190,000)
Ins promoter up cell count – recorded beside Ins promoter up, whose call it bears; cell count; measured here: cytotoxicity, nuclei count;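 total cells summed across four imaged fields per well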
Lipid droplet cells 6.5 µM – recorded beside Lipid droplet, whose call it bears; cell count; measured here: cell count, cytotoxicity flag;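 cells counted across two imaged fields per well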
b-catenin transl cell count 5 µM – second read-out of b-catenin transl, no call of its own (marks repeat the call); cell count; measured here: cell count, cytotoxicity flag
T cell modulator vesicle-bound % – recorded beside T cell modulator, whose call it bears; double positive events, %; measured here: CD8+ vesicle-bound cell fraction;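 binding gate set so that unloaded-vesicle control wells show 10% double positive cells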
MT stabilize HCS Hoechst-high % – also measured in MT stabilize HCS; calls as there; % Hoechst-high responders; measured here: nuclear condensation Hoechst responders;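 share of cells brighter than vehicle mean plus two SD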
MT stabilize HCS cytotoxicity % – recorded beside MT stabilize HCS, whose call it bears; toxicity, %; measured here: cytotoxicity by cell density;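 0% = mean cell density of plate MIN control wells and 100% = no cells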
Autophagy mod cell loss 18 h – second read-out of Autophagy mod, no call of its own (marks repeat the call); toxicity, %; measured here: cell loss, nuclei count;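 cell loss after 18 h compound exposure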
Numbers without * were called inactive; i = inactive; x = not tested or not shown; + = active, no number. Rule as the data show it, unless noted: active = inhibition above about 50%; inactive = the rest.

SMILES	T cell modulator	T cell modulator vesicle-bound %	human PMI inhibition	TNAP activators	Lipid droplet	Lipid droplet cells 6.5 µM	b-catenin transl	b-catenin transl cell count 5 µM	MT stabilize HCS	MT stabilize HCS Hoechst-high %	MT stabilize HCS cytotoxicity %	Ins promoter up	Ins promoter up cell count	Autophagy mod	Autophagy mod cell loss 18 h	human PMI inhibitors
CC1/C(=C\c2ccc(Cl)cc2)C(=O)C2CC1C2(C)C (stereo not given)	i	44.2	5.9%	1.1	0.7	780	-3.1	1198	2.0	2.8	7.3	0.08	1000	i	-6.1	1.0%
Cc1cc(C(=O)NNc2ccc(C)c(C)c2)no1	i	35.4	x	x	-12.6	694	2.8	1265	x	x	x	1.13	1543	x	x	x
Cc1ccc(N2C(=O)c3ccccc3C2O)nc1 (stereo not given)	i	35.9	12.3%	1	3.9	584	1.3	1108	2.6	2.9	6.9	x	x	i	-10.0	12.5%
CCOC(=O)c1c(C)[nH]c(=S)c(C#N)c1-c1ccccc1	i	38.4	13.2%	1.1	-16.8	590	-1.4	862	2.7	3.6	6.0	-0.25	1277	i	-1.6	-1.0%
Cn1cc(CN2CCN(c3ccccc3)CC2)c2ccccc21	i	30.0	2.7%	1.1	x	x	-3.5	951	4.7	2.6	9.1	-0.94	1249	i	6.9	-0.4%
O=C(CNC(=O)c1ccc2c(c1)OCO2)N/N=C(Br)/C=C/c1ccccc1	i	47.7	16.7%	1.1	-8.0	610	-0.6	921	19.3*	37.9*	37.2*	0.14	1236	i	2.9	7.4%
CC(/C=C/c1ccc(N(C)C)cc1)=N\N=C(/N)SC1CC(=O)N(c2ccc(C(=O)O)cc2)C1=O (stereo not given)	i	39.3	11.1%	1.1	23.1	707	0.2	1051	4.2	1.5	3.8	0.11	1284	i	8.3	11.8%
CCc1cc(Br)ccc1N1C(=O)C2CC=CCC2C1=O (stereo not given)	i	57.6	-1.5%	1	13.5	765	-2.1	567	3.1	2.4	36.2	-0.32	1354	i	6.0	-3.1%
O=C(Nc1cccc2cccnc12)c1cccc2ccccc12	i	47.1	-1.5%	0.9	20.2	785	x	x	1.6	1.7	7.0	-0.32	866	i	29.3	-6.9%
c1ccc(Sc2nc(N3CCCCC3)nc(N3CCCCC3)n2)nc1	i	24.7	8.4%	1.1	16.9	688	-0.2	958	1.8	1.0	7.5	-1.09	1286	i	2.2	6.6%
O=C(C1CCC(CNS(=O)(=O)c2ccc(F)cc2)CC1)N1CCOCC1 (stereo not given)	i	42.4	-1.5%	1	0.6	735	-0.1	1026	2.2	2.4	9.4	-0.04	1378	i	14.2	0.7%
Cc1ccc(S(=O)(=O)N(Cc2ccccc2)c2ccccc2C(=O)NCc2cccnc2)cc1	i	44.7	7.5%	1	-29.3	593	0.4	1054	3.4	1.7	5.9	-0.7	1340	i	-5.4	0.9%

An excerpt from above in order of formula weight, high to low:
SMILES	T cell modulator	T cell modulator vesicle-bound %	human PMI inhibition	TNAP activators	Lipid droplet	Lipid droplet cells 6.5 µM	b-catenin transl	b-catenin transl cell count 5 µM	MT stabilize HCS	MT stabilize HCS Hoechst-high %	MT stabilize HCS cytotoxicity %	Ins promoter up	Ins promoter up cell count	Autophagy mod	Autophagy mod cell loss 18 h	human PMI inhibitors
CC(/C=C/c1ccc(N(C)C)cc1)=N\N=C(/N)SC1CC(=O)N(c2ccc(C(=O)O)cc2)C1=O (stereo not given)	i	39.3	11.1%	1.1	23.1	707	0.2	1051	4.2	1.5	3.8	0.11	1284	i	8.3	11.8%
O=C(C1CCC(CNS(=O)(=O)c2ccc(F)cc2)CC1)N1CCOCC1 (stereo not given)	i	42.4	-1.5%	1	0.6	735	-0.1	1026	2.2	2.4	9.4	-0.04	1378	i	14.2	0.7%
c1ccc(Sc2nc(N3CCCCC3)nc(N3CCCCC3)n2)nc1	i	24.7	8.4%	1.1	16.9	688	-0.2	958	1.8	1.0	7.5	-1.09	1286	i	2.2	6.6%
CCOC(=O)c1c(C)[nH]c(=S)c(C#N)c1-c1ccccc1	i	38.4	13.2%	1.1	-16.8	590	-1.4	862	2.7	3.6	6.0	-0.25	1277	i	-1.6	-1.0%
CC1/C(=C\c2ccc(Cl)cc2)C(=O)C2CC1C2(C)C (stereo not given)	i	44.2	5.9%	1.1	0.7	780	-3.1	1198	2.0	2.8	7.3	0.08	1000	i	-6.1	1.0%
Cc1cc(C(=O)NNc2ccc(C)c(C)c2)no1	i	35.4	x	x	-12.6	694	2.8	1265	x	x	x	1.13	1543	x	x	x

Carrying on.
SMILES	T cell modulator	T cell modulator vesicle-bound %	human PMI inhibition	TNAP activators	Lipid droplet	Lipid droplet cells 6.5 µM	b-catenin transl	b-catenin transl cell count 5 µM	MT stabilize HCS	MT stabilize HCS Hoechst-high %	MT stabilize HCS cytotoxicity %	Ins promoter up	Ins promoter up cell count	Autophagy mod	Autophagy mod cell loss 18 h	human PMI inhibitors
O=C(NC1CC1)C1C2C3C4CC5C3C5C4C12 (stereo not given)	x	x	-1.8%	1	x	x	-7.4	882	5.7	2.1	6.6	0.28	1514	i	13.3	8.8%
O=C(NCCc1c[nH]c2ccccc12)c1cccc(S(=O)(=O)Nc2ccccc2Cl)c1	i	44.4	20.2%	1	-3.2	485	2.1	994	2.3	1.7	13.8	-0.56	1404	i	-5.3	11.3%
CC(C)CC(NC(=O)c1ccccc1)C(=O)N/N=C/c1ccco1 (stereo not given)	i	21.2	-6.6%	1.1	23.2	678	x	x	2.3	1.7	3.4	0.28	1349	i	4.1	1.1%
O=C(O)CSc1ncn[nH]1	i	49.5	1.7%	1.1	16.4	758	-1.3	1109	3.1	2.5	7.9	-0.86	1293	i	33.9	-4.0%
COc1ccc2[nH]c3c(=O)n(CCCN4CCOCC4)cnc3c2c1	i	23.8	x	x	15.2	667	3.5	1286	x	x	x	0.57	1035	x	x	x
Cc1cn(C2OC(COC(=O)c3ccccc3)C(O)C2O)c(=O)[nH]c1=O (stereo not given)	i	31.1	4.5%	1.1	9.2	603	-3.5	1095	4.2	1.3	16.1	0.03	2124	i	8.7	2.1%
CCOc1cc(N2CCOCC2)c(OCC)cc1NC(=O)C(C)C	i	37.7	x	x	-0.2	650	-1.2	1382	x	x	x	0.45	737	x	x	x
CSCCC(NC(=O)COc1ccccc1)C(=O)N1CCN(c2ccccc2F)CC1 (stereo not given)	i	6.2	-4.7%	1.1	x	x	0.6	1124	3.8	1.3	4.6	-1.5	1246	i	9.7	-1.7%
CCOC(=O)N=Nc1c(O)n(CC)c2ccccc12	i	51.4	11.8%	1.1	12.9	713	-0.2	927	2.8	2.7	4.0	x	x	i	2.8	15.8%
NC(=O)C1CCN(C(=O)c2ccc3c(=O)n(Cc4ccco4)c(SCC(=O)c4ccc(F)cc4)nc3c2)CC1	i	42.9	6.9%	1.2	3.1	667	-4.4	1178	1.7	1.9	5.4	0.07	1514	i	-3.0	12.9%
COc1ccc(S(=O)(=O)N(C)CC(=O)N2CCCCCC2)cc1OC	i	28.1	15.9%	1	-7.6	735	x	x	2.5	1.4	10.0	1.26	1334	i	3.0	10.6%
CCCOc1ccc(OCCNC2CCCC2)cc1	i	38.6	9.2%	1.1	x	x	0.1	1453	2.2	1.8	7.3	0.6	1468	i	-19.9	6.5%
S=C(c1ccc(-c2ccc(Cl)cc2)o1)N1CCCCC1	i	30.2	9.1%	1.1	41.1	684	-1.7	1017	3.0	2.5	7.6	0.57	1737	i	9.1	13.7%
CCCC1CCc2c(sc(NC(=O)OCC)c2C#N)C1 (stereo not given)	i	6.0	4.9%	1.1	-3.7	721	-0.1	997	51.9*	27.7*	34.1*	x	x	i	10.1	4.6%
O=C(Cn1c(=O)oc2cc(S(=O)(=O)N3CCCCC3)ccc21)N1CCc2ccccc21	i	48.4	-7.2%	1.2	x	x	-6.5	1216	3.0	3.3	8.9	-0.7	1005	+	8.0*	-9.1%
CC(C)(C)C(=O)Nc1ccc(C(=O)N/N=C/C2CC3C=CC2C3)cc1 (stereo not given)	i	56.9	-27.1%	1	7.3	638	-4.9	590	4.5	2.3	4.3	0.01	1186	i	2.9	-23.2%
Cc1ccc(Cn2nnc3c(=O)[nH]c(C4CCN(C(=O)c5cccs5)CC4)nc32)cc1	i	40.9	11.8%	1.1	4.6	733	0.0	969	0.8	1.2	6.5	0.43	1142	i	7.6	7.3%
COc1cc(/C=C/C(=O)O)cc(S(=O)(=O)NCC2CCCO2)c1OC (stereo not given)	i	18.7	x	x	1.2	790	-0.1	1335	x	x	x	-0.38	914	x	x	x
COc1ccccc1-n1cnc2cc(NCc3ccccc3O)ccc21	i	2.7	x	x	26.8	649	6.5	1165	x	x	x	-0.25	1064	x	x	x
Cc1ccc(C)c(S(=O)(=O)N2CCCOC2CNC(=O)C(=O)NCCC2=CCCCC2)c1 (stereo not given)	i	29.6	0.7%	1	-0.4	590	-3.3	551	2.2	3.1	9.4	-0.49	1204	i	1.1	1.3%
CCOC(=O)c1cc(CC)sc1NC(=O)CC1Sc2ccc(C(F)(F)F)cc2NC1=O (stereo not given)	i	32.4	8.7%	1	5.9	733	-0.1	848	5.1	3.1	9.2	0.94	1045	i	-9.0	-5.2%
CCOC(=O)C1CCN(C(=O)Nc2ccc3nc(-c4ccco4)c(-c4ccco4)nc3c2)CC1	i	25.8	-10.8%	0.9	-3.1	614	-3.6	1135	4.2	1.9	3.2	0.15	1852	i	1.7	-34.6%
Cc1ccc(N2C(=O)N(CC(=O)C(C)(C)C)c3ccccc3S2(=O)=O)cc1	x	x	12.2%	1.2	14.3	704	-0.1	1038	3.6	2.0	7.8	-0.2	1114	i	-13.7	8.3%
